Screening data deposited in PubChem BioAssay by National Center for Advancing Translational Sciences (NCATS).
GRP78 ERSR act: ER stress response induction in glioma; U87-MG GRP78 promoter luciferase reporter, 16 h; Potency, µM, for inactives: at the top dose activation, actives largely listed as activators; hit rate 0.02% among 420,000; also: potency is read from the fitted curve at half-maximal effect; series mostly up to about 76 µM; % of control where 0% means no effect; nearly all actives have a fitted effect of over 35% in size
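Stably transfected U87-MG human glioma cells carrying a GRP78-based luminescent sensor were seeded at 1000 cells/well, pin-dosed with compounds and incubated 16 h. Luciferase reagent was then added, and end-point luminescence was read after 10 min at room temperature.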
Vif-APOBEC3G blk: blocks the Vif interaction with human APOBEC3G; Q9HC16; HeLa A3G-eYFP + Vif (tagged APOBEC3G with the HIV-1 protein that degrades it), YFP fluorescence, overnight; Potency, µM (titrated, usually from 46.1 µM), without a hit: at the highest dose activity, negative = active, actives largely listed as inhibitors; hit rate 0.076% among 410,000;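 also: potency is read from the fitted curve at half-maximal effect; % is scaled to controls: 0 for no effect and ±100 for the full control effect; nearly all actives have a fitted effect of over 60% in size; hits raise eYFP signal because A3G escapes Vif-driven loss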
Target sequence (Q9HC16 whole entry, looked up): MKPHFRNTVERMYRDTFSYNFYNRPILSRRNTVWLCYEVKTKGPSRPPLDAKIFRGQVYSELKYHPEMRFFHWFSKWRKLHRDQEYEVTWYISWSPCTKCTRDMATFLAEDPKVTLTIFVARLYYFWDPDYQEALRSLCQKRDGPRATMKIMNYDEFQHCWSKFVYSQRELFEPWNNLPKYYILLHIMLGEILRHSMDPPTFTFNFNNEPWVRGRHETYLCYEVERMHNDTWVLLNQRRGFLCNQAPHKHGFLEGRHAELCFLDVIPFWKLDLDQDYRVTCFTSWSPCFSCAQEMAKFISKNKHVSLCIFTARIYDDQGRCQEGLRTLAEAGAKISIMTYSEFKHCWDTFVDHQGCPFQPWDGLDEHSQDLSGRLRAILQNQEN
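HeLa cells stably expressing Vif and C-terminally eYFP-tagged A3G, seeded overnight at 37 deg C, then exposed to compound by pintool overnight at 37 deg C. Rise in yellow fluorescence (Ex 488/Em 500-530, Acumen) marks blocked Vif-driven A3G degradation.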
D1 agonist: agonists of human D1 dopamine receptor. P21728. HEK293 T-REx D1 cells, calcium flux, agonist mode. activation, % at 2 µM. hit rate 1% among 360,000. AID 504660; in the data active = activation above about 30%; also: 0% is about no effect
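Agonism was scored from calcium flux recorded over 180 s (1 read/s) after pintool compound addition, following a 10-cycle baseline. Cells were inducible force-coupled HEK293 TREx D1, plated overnight at 30 C and loaded with no-wash calcium dye.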
D1 antag: blocks dopamine activation of the human D1 receptor | hit rate 3.2% among 360,000 | P21728 | AID 504652 | activity change, negative = inhibition, % at 10 µM | HEK293 TREx D1 cells, calcium flux, dopamine EC80; hits give low values; in the data active = activity change below about -30%; also: % is scaled to controls: 0 for no effect and ±100 for the full control effect
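Calcium flux readout: force-coupled, inducible Hek293 Trex D1 line, cells induced overnight at 30 C with tetracycline, dye-loaded 30–90 min at RT. Antagonism scored against EC80 dopamine challenge given 180 s after compound.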
RXFP1 ag: activates the human relaxin receptor RXFP1. Q9HBX9. HEK293T-RXFP1 cAMP TR-FRET, 30 min; response scale: percent of porcine relaxin response, buffer zero. Potency, µM (highest dose often 57.5 µM), for the others: at the highest dose activation, actives largely listed as activators. hit rate 0.3% among 370,000. AID 2676; also: potency is read from the fitted curve at half-maximal effect; % is scaled to controls: 0 for no effect and ±100 for the full control effect; nearly all actives have a fitted effect of over 60% in size; many of its hits are not listed in these tables
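HEK293 cells stably expressing RXFP1, treated 30 min at 37C with compounds plus PDE4 inhibitor Ro 20174; cAMP measured by HTRF TR-FRET. Normalized to buffer and 29 nM porcine relaxin; EC50 by Hill fit.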
D1 potentiator: potentiators of human D1 dopamine receptor; P21728; HEK293 TREx D1 cells, calcium flux, dopamine EC20 potentiation; potentiation, % at 10 µM; hit rate 0.036% among 360,000; in the data active = potentiation above about 30%; also: 0% is about no effect
RXFP1 antag: blocks the human relaxin receptor RXFP1; hit rate 0.59% among 350,000; Q9HBX9; activity change, negative = inhibition, % at 57.5 µM; AID 1259400; HEK293-RXFP1, relaxin-stimulated cAMP HTRF, 30 min; hits give low values;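 active = activity change of -60% or lower, but not beyond a set lower limit; inconclusive = change between -60% and -40%, or beyond the set limit; inactive = change above -40%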; also: % is scaled to controls: 0 for no effect and ±100 for the full control effect
Vif-APOBEC3F blk: inhibitors of Vif-A3F interaction | hit rate 0.2% among 390,000 | HeLa A3F-eYFP + Vif (tagged APOBEC3F with the HIV-1 protein that degrades it), YFP fluorescence increase | AID 602313 | Potency, µM (titrated, usually from 46.1 µM), for inactives: at the top dose activity, negative = active; also: potency is read from the fitted curve at half-maximal effect; % of control where 0% means no effect; nearly all actives have a fitted effect of over 65% in size
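Fluorescence increase (Ex 488/Em 500-530) after overnight compound treatment at 37 deg C flags inhibition of Vif-driven A3F-eYFP loss in stable HeLa A3F-eYFP/Vif cells seeded overnight beforehand.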
D2 PAM: positive allosteric modulators of human D2 dopamine receptor; hit rate 0.34% among 340,000; P14416; HEK293 T-REx D2, calcium flux, EC20 dopamine potentiation; potentiation, % at 10 µM;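 active = potentiation over 3 SD above the plate norm, cut at about 30% in these data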; also: 0% is about no effect
Target sequence (P14416 whole entry, looked up): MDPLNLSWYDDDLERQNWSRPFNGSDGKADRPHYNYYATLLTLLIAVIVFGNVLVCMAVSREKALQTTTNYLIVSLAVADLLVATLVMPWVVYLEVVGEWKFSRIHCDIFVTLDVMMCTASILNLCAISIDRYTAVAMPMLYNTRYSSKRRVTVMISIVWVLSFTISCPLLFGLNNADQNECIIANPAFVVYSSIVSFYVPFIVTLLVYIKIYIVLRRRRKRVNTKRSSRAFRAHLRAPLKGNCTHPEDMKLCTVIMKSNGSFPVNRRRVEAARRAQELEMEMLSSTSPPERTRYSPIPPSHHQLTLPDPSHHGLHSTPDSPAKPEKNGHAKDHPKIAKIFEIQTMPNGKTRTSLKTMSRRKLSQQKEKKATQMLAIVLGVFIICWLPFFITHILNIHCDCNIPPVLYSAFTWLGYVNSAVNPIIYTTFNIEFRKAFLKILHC
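Primary screen. Calcium kinetics in induced HEK293 T-REx D2 cells: compound pre-addition 180 s, EC20 dopamine, 180 s more.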
Numbers without * were called inactive; ? = inconclusive; / = no result given. Unless noted, calls follow the shape of the dose curve; as a rule, active = well fitted curve in the direction sought with a large enough effect; inconclusive = small, poorly fitted or top-dose-only effect, or another doubt; inactive = no such curve, though single readings can be large; an effect the other way counts as inactive or inconclusive. This is a subset, so the mix of outcomes need not match the whole.

SMILES	GRP78 ERSR act	Vif-APOBEC3G blk	D1 agonist	D1 antag	RXFP1 ag	D1 potentiator	RXFP1 antag	Vif-APOBEC3F blk	D2 PAM
COC(=O)[C@H](c1ccccc1Cl)N1CCc2sccc2C1	-2%	-2%	2	6	0.2%	-7	/	-5%	1
Cc1ccc(NC(=S)N(CCCN(C)C)Cc2cc3cc4c(cc3[nH]c2=O)OCO4)cc1	-2%	0%	3	0	2.4%	3	-2	12%	-2
COc1ccc(/C=N/NC(=O)CSc2nnc(C)n2-c2ccccc2)c(OC)c1OC	-3%	-6%	0	-23	1.3%	3	-10	-9%	/
O=C(NCc1ccco1)c1ccc2ccccc2n1	10%	1%	0	22	1.9%	0	-5	-5%	9
Cc1ccn2c(Nc3ccc(C(C)C)cc3)c(-c3cccs3)nc2c1	-2%	-2%	2	11	9.6%	-1	-11	-9%	0
Fc1cccc(Cl)c1CNCc1cccnc1	-1%	0%	8	-4	0.5%	0	1	13%	6
CC(C)CCN(C(=O)c1ccncc1)c1c(N)n(Cc2ccccc2)c(=O)[nH]c1=O	4%	-3%	0	-10	-1.1%	1	8	6%	1
Cc1nnc(SCC(=O)N(CC(C)C)c2c(N)n(CC(C)C)c(=O)[nH]c2=O)n1-c1ccccc1	-6%	-8%	2	-18	1.0%	-5	-14	0%	-7
O=C(O)C1(c2ccccc2)CCN(S(=O)(=O)c2ccc(Cl)s2)CC1	-2%	0%	3	-4	-1.3%	7	-3	3%	-11
Cc1ccccc1NC(=O)CC1C(=O)Nc2ccccc2N1CC(=O)N(C)C1CCS(=O)(=O)C1 (stereo not drawn)	-2%	3%	3	13	0.4%	-3	-1	1%	11
CCCN1CCN(C(=O)Cn2cnc3sc(C)c(S(=O)(=O)N4CCC(C)CC4)c3c2=O)CC1	-2%	-3%	1	-17	3.0%	-4	12	9%	0
COC(=O)[C@@]1(Cc2ccc(F)cc2)[C@@H]2[C@@H](CC(=O)[C@H]2CC(=O)C(=O)N(C)C)CN1C(=O)c1ccccc1	-4%	-1%	-2	20	-0.1%	-1	/	3%	-2

Brought forward from above: three entries, followed by the next part.
SMILES	GRP78 ERSR act	Vif-APOBEC3G blk	D1 agonist	D1 antag	RXFP1 ag	D1 potentiator	RXFP1 antag	Vif-APOBEC3F blk	D2 PAM
Cc1ccccc1NC(=O)CC1C(=O)Nc2ccccc2N1CC(=O)N(C)C1CCS(=O)(=O)C1 (stereo not drawn)	-2%	3%	3	13	0.4%	-3	-1	1%	11
CCCN1CCN(C(=O)Cn2cnc3sc(C)c(S(=O)(=O)N4CCC(C)CC4)c3c2=O)CC1	-2%	-3%	1	-17	3.0%	-4	12	9%	0
COC(=O)[C@@]1(Cc2ccc(F)cc2)[C@@H]2[C@@H](CC(=O)[C@H]2CC(=O)C(=O)N(C)C)CN1C(=O)c1ccccc1	-4%	-1%	-2	20	-0.1%	-1	/	3%	-2
CCOc1cc(CNC(=O)C2CCN(c3nc4ccccc4[nH]3)CC2)cc(OCC)c1OCC	-2%	2%	2	-23	-0.9%	-3	-7	6%	8
CC(NC(=O)c1ccco1)C(=O)N(C)Cc1ccc(C(F)(F)F)cc1 (stereo not drawn)	-3%	1%	-1	11	-1.8%	-2	0	13%	/
CCCc1ccc2oc(C(=O)NCCN3CCCC(O)C3)c(C)c2c1 (stereo not drawn)	3%	0%	0	0	0.3%	4	-11	5%	20
COCCNC(=O)c1ccc(NC(=O)N2CCCCc3ccccc32)cc1	2%	0%	4	-6	2.1%	5	/	2%	-17
Cc1ccc(C(=O)c2ccccc2C(=O)OCC(=O)Nc2ccc(SC(F)F)cc2)cc1	1%	2%	9	-6	0.7%	-1	/	2%	5
Cc1ccc(C(=O)CCC(=O)Nc2cccnc2)cc1C	-1%	0%	2	-3	18%	-3	2	-5%	-9
CN(CC(=O)NCc1ccncc1)S(=O)(=O)c1ccc2ccccc2c1	-3%	-3%	2	-8	3.9%	9	-8	0%	3
CCC(C)NCCCCOc1ccc(Br)cc1 (stereo not drawn)	-1%	0%	12	-2	0.7%	-7	-12	0%	/
O=C(NCc1ccccn1)c1ccc(Cl)c(S(=O)(=O)NCc2ccccc2)c1	3%	0%	1	14	0.9%	3	1	1%	10
CCOC(=O)c1nnc(-c2ccccc2)nc1Sc1c(Cl)cccc1Cl	-14%	?	2	16	0.0%	-5	-21	0%	-6
COC(=O)c1cc2occc2n1Cc1nc(-c2ccc(C)cc2)oc1C	-1%	-8%	1	18	2.2%	1	-19	-2%	2
O=C(CCC1CCCN(c2ncccn2)C1)NCc1ccc(F)c(F)c1 (stereo not drawn)	-6%	-1%	-1	12	1.0%	-3	16	-9%	1
C/C(=N\NC(=O)CN1CCCCC1)c1ccccc1O	-5%	-5%	6	1	5.9%	-5	21	-5%	-30
Nc1cc(=O)[nH]c(SCC(=O)Nc2ccc3c(c2)CCC3)n1	-3%	-3%	1	4	4.9%	-4	-10	-9%	-9
COc1nc(-c2ccccc2)c2cc(Br)ccc2n1	-2%	-2%	/	/	/	/	-12	-2%	/
O=C(NNC(=O)c1ccc2c(=O)n3c(nc2c1)CCC3)c1cccc(Cl)c1	-1%	0%	-3	-32*	-0.1%	-7	-16	-14%	/
O=C(c1cccc(N2CCCC2=O)c1)N1CCN(c2cccc(Cl)c2)CC1	-5%	?	17	-57*	0.1%	-7	-1	6%	10
Cc1ccccc1C(=O)NC(CC(C)C)C(=O)NN1C(=O)c2ccccc2C1=O (stereo not drawn)	-3%	-6%	-1	/	0.2%	-4	-8	?	-3
CCc1cccc(CC)c1N1C(=O)c2cc(N3CCOCC3)c([N+](=O)[O-])cc2C1=O	-3%	0%	1	19	0.8%	-2	-12	4%	-4
CCOC(=O)CNC(=O)c1cc2c(=O)[nH]c3ccc(C)cc3c2s1	-2%	0%	0	3	6.3%	-2	-4	-5%	-4
CCCCOC(=O)CSC(=S)N(C)Cc1cccs1	-3%	1%	9	-20	-1.5%	-8	-6	-8%	10
Cc1ccccc1C(=O)N1N=C(c2cccc(NS(C)(=O)=O)c2)CC1c1cccs1 (stereo not drawn)	-4%	0%	3	-14	0.0%	-6	5	-5%	-6
Cn1c(SCC(=O)Nc2ccc(F)cc2)nnc1-c1cccnc1	-3%	1%	-1	-3	0.4%	-6	/	1%	-6
Cc1ccc(C)c(CSc2cn(CC(=O)N3CCCCCC3)c3ccccc23)c1	-3%	1%	1	0	-1.5%	-3	-5	4%	6
C=C(C)c1cccc(C(C)(C)NC(=O)Nc2ccc3[nH]c(=O)[nH]c3c2)c1	-2%	0%	0	1	0.3%	1	0	-1%	20
Brc1ccccc1OCCNCc1ccccc1	4%	-5%	13	-75*	0.4%	-16	-9	-3%	-20
COc1cccc(CNC(=O)c2ccc(F)c(S(=O)(=O)N3CCCCC3)c2)c1	-2%	0%	/	/	/	/	-4	-3%	/
CCOc1ccc(CCNC(=O)c2cn(-c3cccc(OC)c3)c(=O)c3ccccc23)cc1	-3%	-5%	1	-42*	4.9%	-3	-4	-2%	/
C/C(=N/NC(=O)c1sc(NS(=O)(=O)c2ccccc2)nc1C)c1ccccc1	-3%	-11%	-1	-6	-1.2%	8	0	2%	11
CCOc1ccccc1/C=C/c1nc2ccccc2[nH]c1=O	0%	-2%	0	7	3.4%	0	-1	2%	1
COc1ccccc1CNC(=O)COC(=O)/C=C/c1ccc(OC(F)F)c(OC)c1	-3%	-2%	6	-7	0.7%	-5	-10	3%	14
COc1ccc(-c2nnc3ccc(SCC(=O)Nc4nc5ccccc5s4)nn23)cc1OC	1%	1%	1	-3	?	-2	-2	2%	1
CS(=O)(=O)c1[nH]nc(-c2cccc(Cl)c2)c1C#N	5%	-6%	4	16	0.6%	-3	-5	-14%	2
COC(=O)c1cc(C)nc(N)c1C#N	-1%	5%	4	19	2.7%	6	/	-5%	-14
COc1ccc(NC(=S)NCc2cccs2)cc1	5%	-1%	4	-1	-1.9%	-3	-2	-5%	7
C/C(=C\c1ccccc1)C(=O)N1CCN(c2cccc(C(F)(F)F)c2)CC1	3%	-6%	5	10	-0.4%	12	-31	-2%	13

Taken from above:
CCCc1ccc2oc(C(=O)NCCN3CCCC(O)C3)c(C)c2c1 (stereo not drawn) in D2 PAM: 20
CCOc1ccccc1/C=C/c1nc2ccccc2[nH]c1=O in RXFP1 ag: 3.4%

Looked up by compound from the entries so far, 4 records:
SMILES	GRP78 ERSR act	Vif-APOBEC3G blk	D1 agonist	D1 antag	RXFP1 ag	D1 potentiator	RXFP1 antag	Vif-APOBEC3F blk	D2 PAM
COc1ccccc1CNC(=O)COC(=O)/C=C/c1ccc(OC(F)F)c(OC)c1	-3%	-2%	6	-7	0.7%	-5	-10	3%	14
C/C(=N/NC(=O)c1sc(NS(=O)(=O)c2ccccc2)nc1C)c1ccccc1	-3%	-11%	-1	-6	-1.2%	8	0	2%	11
CS(=O)(=O)c1[nH]nc(-c2cccc(Cl)c2)c1C#N	5%	-6%	4	16	0.6%	-3	-5	-14%	2
CCOc1ccccc1/C=C/c1nc2ccccc2[nH]c1=O	0%	-2%	0	7	3.4%	0	-1	2%	1

Next part
SMILES	GRP78 ERSR act	Vif-APOBEC3G blk	D1 agonist	D1 antag	RXFP1 ag	D1 potentiator	RXFP1 antag	Vif-APOBEC3F blk	D2 PAM
COC(=O)c1ccccc1CON1C(=O)C(C)(C)N(OCc2ccccc2C(=O)OC)C(=O)C1(C)C	-2%	-8%	1	-13	3.2%	-7	3	-2%	18
Cc1ccc(S(=O)(=O)ON2C(=O)c3cccc4cccc(c34)C2=O)cc1	-4%	1%	6	9	1.7%	-3	-7	-4%	-2
Cc1ccc(NC(=O)C2CCN(S(=O)(=O)c3ccc4c(c3)NC(=O)C(C)S4)CC2)c(Cl)c1 (stereo not drawn)	-9%	-9%	6	-6	0.4%	-1	-2	-5%	2
CCCN(CCC)C(=O)Cn1c(=O)n(-c2ccc(C)cc2)c(=O)c2ccc(C(=O)NCc3ccccc3Cl)cc21	-7%	-6%	3	-66*	20%	-1	/	2%	15
